RECQ1 helicase = RECQ1 (human) helicase inhibition; RECQ1 DNA unwinding, red fluorescence kinetic read; actives 0.54% (n = 240,000); Potency, µM (doses to about 57.3 µM), for the others: at the highest dose activity, negative = inhibition, usual class: inhibitors; AID 2549;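 note: plate controls were vehicle for no effect and no enzyme for full effect; nearly all actives have a fitted effect of over 30% in size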
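RECQ1T1 50 nM; forked duplex (20 bp + 30-nt ss tails) 200 nM, ATP 2 mM final; pH 8.0, 2 mM MgCl2, 2.5 ug/ml poly(dI-dC); 15 min compound preincubation; discontinuous kinetic read over 2 h at RT.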
GAA inh = blocks human lysosomal alpha-glucosidase; purified human GAA, 4-MU-alpha-glucoside fluorescence; Potency, µM (titrated, usually from 76.9 µM), for the others: at the top dose activity change, negative = inhibition, actives largely listed as inhibitors; actives 0.005% (n = 200,000); AID 1466;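 note: plate controls were uninhibited enzyme wells for no effect and no-enzyme background for full effect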
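Activity normalized between no-enzyme (basal) and enzyme-only wells. Conditions: 4 nM human enzyme, 400 uM fluorogenic substrate, citrate/phosphate pH 5.0 with Tween-20, 20 min room temperature, compounds up to 77 uM.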
RGS12 GoLoco inh = RGS12 GoLoco-Gai1 interaction inhibition | P63096 | Gai1:RGS12 GoLoco peptide FP, rhodamine, 10 min | Potency, µM (top dose mostly 61.6 µM), inactives show at the highest dose activity, negative = inhibition, usual class: inhibitors | actives 0.44% (n = 230,000) | AID 880; active = well fitted inhibition curve with a large enough effect, not every such curve was filed as active; inactive = no such curve, though single readings can be large or run the other way; note: nearly all actives have a fitted effect of over 30% in size; many of its hits are not listed in these tables
Target sequence (P63096 whole entry, looked up): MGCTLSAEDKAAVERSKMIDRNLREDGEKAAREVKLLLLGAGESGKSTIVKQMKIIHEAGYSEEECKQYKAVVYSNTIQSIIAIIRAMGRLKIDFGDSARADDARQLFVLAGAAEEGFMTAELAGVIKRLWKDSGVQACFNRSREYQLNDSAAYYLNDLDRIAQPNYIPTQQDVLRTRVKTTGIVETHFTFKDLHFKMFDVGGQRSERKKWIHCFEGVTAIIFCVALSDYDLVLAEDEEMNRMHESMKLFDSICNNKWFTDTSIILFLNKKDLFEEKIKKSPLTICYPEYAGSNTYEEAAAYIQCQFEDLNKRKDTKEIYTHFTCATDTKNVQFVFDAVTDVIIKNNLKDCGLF
TRb-SRC2 inh = disrupts binding of human TR beta to SRC2 | TRbeta-SRC2 peptide binding, fluorescence polarization; receptor liganded with 1 µM T3 | Potency, µM (top dose mostly 106 µM), for inactives: top-dose activity change, negative = inhibition, most hits filed as inhibitors | actives 0.065% (n = 280,000);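 note: plate controls were bound peptide for no effect and peptide without receptor for full effect; nearly all actives have a fitted effect of over 50% in size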
Target sequence (P10828 whole entry, looked up): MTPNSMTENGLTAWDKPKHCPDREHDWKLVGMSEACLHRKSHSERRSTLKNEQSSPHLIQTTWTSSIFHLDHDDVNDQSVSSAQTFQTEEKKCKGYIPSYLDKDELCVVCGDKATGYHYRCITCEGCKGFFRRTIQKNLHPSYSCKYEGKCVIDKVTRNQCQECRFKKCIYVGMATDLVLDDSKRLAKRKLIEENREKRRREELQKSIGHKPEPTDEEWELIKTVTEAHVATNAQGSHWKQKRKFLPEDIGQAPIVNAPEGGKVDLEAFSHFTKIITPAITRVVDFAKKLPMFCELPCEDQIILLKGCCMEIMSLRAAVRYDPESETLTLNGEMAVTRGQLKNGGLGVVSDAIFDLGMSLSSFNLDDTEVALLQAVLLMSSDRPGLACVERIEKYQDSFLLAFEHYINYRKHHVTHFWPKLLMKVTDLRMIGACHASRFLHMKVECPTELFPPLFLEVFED
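A fluorescence polarization screen tested compounds at multiple concentrations against complex formation between 0.6 uM TRb ligand-binding domain and 20 nM Texas Red SRC2 peptide, with 1 uM T3 present; readout after 5 hr.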
GAA spleen mod = inhibits or activates alpha-glucosidase in human spleen homogenate; P10253; human spleen homogenate, 4-MU-alpha-glucoside fluorescence; Potency, µM (highest dose often 79.9 µM), without a hit: at the top dose activity change, negative = inhibition, usual class: inhibitors; actives 0.006% (n = 240,000); AID 2112;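 note: 0% = enzyme with vehicle and -100% = no enzyme basal signal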
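AC50 values come from Hill-equation fits of concentration-response data, normalized to no-enzyme and full-activity controls. Enzyme source: 1 ug human spleen homogenate; 1 mM fluorogenic 4-MU glucoside, pH 5.0 citrate buffer, 37 C, 40 min.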
L3MBTL1 inh = inhibitors of human L3MBTL1; actives 0.66% (n = 230,000); AlphaScreen L3MBTL1–H3K9me1 peptide binding; Potency, µM (doses to about 57.1 µM), without a hit: at the top dose activity, negative = inhibition, actives largely listed as inhibitors; AID 485360; note: nearly all actives have a fitted effect of over 60% in size
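L3MBTL1 (50 nM) pre-complexed 30 min with biotinylated H3(1-15)K9me1 peptide (75 nM), then compounds added for 30 min at room temperature; AlphaScreen streptavidin donor/nickel chelate acceptor beads (10 ug/mL final) read after 30 min dark incubation.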
TexasRed fluor = alters Texas Red total fluorescence, flagging assay interference; TRb/SRC2 Texas Red total fluorescence interference; Potency, µM (titrated, usually from 106 µM), for the others: top-dose fluorescence change, negative = quenching; actives 0.29% (n = 280,000); AID 1479; active = well fitted curve in either direction with a large enough effect; inconclusive = small, poorly fitted or top-dose-only effect
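Human TRβ ligand-binding domain (0.6 uM) and Texas Red SRC2 peptide (20 nM) in Tris buffer with 1 uM T3 and 5% DMSO were incubated with pinned compound for 5 hr at ambient temperature. Total fluorescence was computed as S + 2P (555/632 nm).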
GAA glycogen = alters human alpha-glucosidase cleavage of glycogen | actives 0.38% (n = 300,000) | P10253 | Potency, µM (titrated, usually from 76.4 µM), for the others: at the top dose activity change, negative = inhibition, most hits filed as inhibitors | recombinant GAA, glycogen substrate, Amplex Red glucose oxidase fluorescence;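 note: 0% = full enzyme reaction and -100% = no-enzyme basal signal; the screen sought inhibitors and activators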
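Natural-substrate format: glycogen cleavage by 4 nM human enzyme, glucose read by Amplex Red coupling (Ex 573, Em 610 nm). Normalized to enzyme and no-enzyme controls.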
An asterisk follows results filed as active; i = inactive; ? = inconclusive; · = no result given; & = joins results of further samples; [ ] = remark or other dose. Unless noted, calls come from the whole dose curve; as a rule, active = well fitted curve in the direction sought with a large enough effect; inconclusive = small, poorly fitted or top-dose-only effect, or another doubt; inactive = no such curve, though single readings can be large; an effect the other way counts as inactive or inconclusive. Unless noted, % is set by controls: 0 for no effect and ±100 for the full control effect; potency is the fitted concentration of half-maximal effect. This is a subset; count on the stated rates, not on these rows.

No. | SMILES | TRb-SRC2 inh | GAA spleen mod | TexasRed fluor | L3MBTL1 inh | GAA glycogen | RGS12 GoLoco inh | RECQ1 helicase | GAA inh
1 | CCOC(=O)c1cnc(SC)nc1Oc1cccc(NS(=O)(=O)c2ccc(F)cc2)c1 | -6% | 0% | 1% | -1% | 14% | -3% | i | -1%
2 | COc1cc(/C=C(\C#N)C(=O)NCCc2ccccc2)cc(OC)c1O | 1% | -2% | -8% | · | 4% | -4% | i | 0%
3 | COCCn1cnnc1SCC(=O)Nc1ccccc1C(=O)Nc1ccc2c(c1)OCO2 | 10% | -5% | 1% | · | 0% | 12% | -3% | -8%
4 | CC1(C)C2CCC1(CS(=O)(=O)Nc1ccccc1)C(=O)C2 (stereo unspecified) | -3% | -3% | -1% | 8% | 25% | 4% | 13% | 3%
5 | CS(=O)(=O)N1CCCC(C(=O)NCc2ccccn2)C1 (stereo unspecified) | -8% | 8% | 0% | -9% | 12% | -4% | i | -1%
6 | COc1ccc(-c2cccc(C3CC=CC4C3C(=O)N(Cc3ccccc3)C4c3ccc4ccccc4c3)c2)cc1 (stereo unspecified) | -7%&-2% | 2%&5% | -2%&1% | · | 5% | 7% | -2% | ·
7 | NC(N)=Nc1nc(CSCC/C(N)=N\S(N)(=O)=O)cs1 | 0% | 2% | -3% | · | · | 5% | i | ·
8 | CCN1CCN(c2nc3ccccc3nc2C(C#N)C(=O)OC2CCCCC2)CC1 (stereo unspecified) | 3% | -20% | -8% | -4%&-1% | 2% | 7% | -4% | 4%
9 | CC1(c2ccc3c(c2)OCO3)NC(=O)N(CC(=O)Nc2ccc(N3CCOCC3)cc2)C1=O (stereo unspecified) | -2% | 7% | -5% | · | 1% | -6% | -2% | 1%
10 | CC(C)Cn1c(/C=C/c2ccco2)nc2ccccc21 | 7% | 2% | 4% | -3% | -2% | 63%[activator] | -6% | ?
11 | COCCNC(=O)c1ccc(Cn2c(=S)[nH]c3cc4c(cc3c2=O)OCO4)cc1 | 0% | -1% | -4% | -3% | 7% | 12% | i | -3%
12 | C=CCn1c(C)cc(C(=O)CSc2nnc(Cc3ccccc3)o2)c1C | ? | -15% | 1% | -4% | 0% | 7% | i | -4%
13 | COc1ccc(NC(=O)CC2Nc3cccc4cccc(c34)NC2=O)cc1 (stereo unspecified) | 5%&5% | 2% | -2%&-12% | -6% | ? | 13% | i | ?
14 | O=C(NC(N1CCOCC1)C(Cl)(Cl)Cl)c1ccc(Br)cc1 (stereo unspecified) | 4% | 7% | -2% | · | -1% | 7% | i | 6%
15 | CC(=O)c1cccc(Nc2cc(C)nc3c(C)cc(C)cc23)c1 | 3% | 3% | 0% | 3% | 6% | 2% | 19% | 2%
16 | CSc1nc(N2CCOCC2)c2c3c(sc2n1)CCCC3 | -3% | -10% | -6% | 2% | -6% | -5% | -20% | -1%
17 | CCN(C(=O)C1CCN(S(=O)(=O)c2cccc3nonc23)CC1)c1ccccc1 | 1% | -11% | 1% | · | -10% | 9% | -8% | -2%
18 | COc1ccc(CC(=O)O/N=C(\N)Cc2cccc3ccccc23)cc1OC | -2% | 0% | 5% | 5% | -3% | 4% | -13% | 0%
19 | CN(C(=O)CN(CCO)CC(=O)N(C)C(C)(C)Cc1ccccc1)C(C)(C)Cc1ccccc1 | 6% | 4% | -2% | 0% | · | -6% | -12% | ·
20 | Cc1ccc(N(Cc2cc3ccccc3[nH]c2=O)S(=O)(=O)c2ccccc2)cc1 | 1% | -2% | 8% | -9% | 6% | -9% | -5% | -8%
21 | COCCNCc1ccc(C(C)C)cc1 | -3% | -1% | -1% | 46%[activator] | -4% | 14% | i | 12%
22 | Cc1ccc(OS(=O)(=O)c2ccc(-c3csc(C)n3)s2)c(C)c1 | 3% | 4% | 0% | · | -13% | 7% | -11% | ·
23 | C=CCN1C(=O)NC(c2ccccc2)(C(F)(F)F)S/C1=C(\C#N)c1nnc(N2CCOCC2)n1-c1ccccc1 (stereo unspecified) | -3% | -2% | -2% | -2% | 7% | -9% | -3% | -3%
24 | O=S(=O)(NCc1ccccc1Br)c1cccs1 | -6% | -4% | 2% | ? | -9% | 4% | i | 0%
25 | Nc1nnnn1/N=C/c1cccc(Oc2ccccc2)c1 | -10% | 2% | 0% | · | -3% | 5% | i | 4%
26 | COC(=O)c1ccc(OS(=O)(=O)N(C)C)cc1 | -2% | · | 0% | 15% | 4% | 7% | 3% | -7%
27 | C/C(CC(=O)Nc1cccc2c1CCCC2)=N\NC(=O)c1ccccc1N | 2% | 1% | 1% | -1% | -2% | -1% | i | 0%
28 | CCOC(=O)CN1C(=O)NC(C)(c2ccc(OC(F)F)cc2)C1=O (stereo unspecified) | -4% | 1% | 0% | 1% | 3% | -2% | 0% | -2%
29 | Cc1cc(O)ccc1N/C=C/c1onc(C)c1[N+](=O)[O-] | -24% | -26% | 13% | · | -26% | 5% | -18% | -4%
30 | CN(C)c1cccc(C(=O)Nc2ccc3nc4n(c(=O)c3c2)CCCCC4)c1 | 11% | -6% | -2% | · | 8% | 3% | -11% | -2%

Reprinted at random: 7 entries already listed.
No. | SMILES | TRb-SRC2 inh | GAA spleen mod | TexasRed fluor | L3MBTL1 inh | GAA glycogen | RGS12 GoLoco inh | RECQ1 helicase | GAA inh
1 | CCOC(=O)c1cnc(SC)nc1Oc1cccc(NS(=O)(=O)c2ccc(F)cc2)c1 | -6% | 0% | 1% | -1% | 14% | -3% | i | -1%
21 | COCCNCc1ccc(C(C)C)cc1 | -3% | -1% | -1% | 46%[activator] | -4% | 14% | i | 12%
3 | COCCn1cnnc1SCC(=O)Nc1ccccc1C(=O)Nc1ccc2c(c1)OCO2 | 10% | -5% | 1% | · | 0% | 12% | -3% | -8%
20 | Cc1ccc(N(Cc2cc3ccccc3[nH]c2=O)S(=O)(=O)c2ccccc2)cc1 | 1% | -2% | 8% | -9% | 6% | -9% | -5% | -8%
2 | COc1cc(/C=C(\C#N)C(=O)NCCc2ccccc2)cc(OC)c1O | 1% | -2% | -8% | · | 4% | -4% | i | 0%
4 | CC1(C)C2CCC1(CS(=O)(=O)Nc1ccccc1)C(=O)C2 (stereo unspecified) | -3% | -3% | -1% | 8% | 25% | 4% | 13% | 3%
28 | CCOC(=O)CN1C(=O)NC(C)(c2ccc(OC(F)F)cc2)C1=O (stereo unspecified) | -4% | 1% | 0% | 1% | 3% | -2% | 0% | -2%

New compounds follow:
No. | SMILES | TRb-SRC2 inh | GAA spleen mod | TexasRed fluor | L3MBTL1 inh | GAA glycogen | RGS12 GoLoco inh | RECQ1 helicase | GAA inh
31 | COc1ccc(C2=CC(=O)OC(C)(c3ccccc3)O2)cc1 (stereo unspecified) | 3% | -4% | 0% | 1% | 4% | 24% | -3% | -5%
32 | CN(C)CCCNc1cc(C(C)(C)C)nc2c(-c3ccc(Cl)cc3)cnn12 | -7% | 1% | -2% | 8% | -2% | 8% | i | ·
33 | O=C(Cc1ccccc1)Nc1ccc(C(=O)O)cc1 | -9% | 1% | 0% | 0% | 7% | 2% | i | 0%
34 | CCOC(=O)N1CCN(C(=O)c2ccc(N(Cc3ccc(C)cc3)S(C)(=O)=O)cc2)CC1 | -1% | -4% | -3% | · | 9% | -1% | i | -9%
35 | CCOC(=O)c1c(NC(=O)CSc2nnc(N)s2)sc(C)c1-c1ccc(C)cc1 | 2% | -8% | 3% | -8% | -19% | · | -21% | -8%
36 | CCCOc1cccc(-c2nnc(N)s2)c1 | -1% | -1% | 2% | 3% | 11% | -1% | i | -10%
37 | CC(C)(C)NC(=O)CN1CCC(NC(=O)C23CC4CC(CC(C4)C2)C3)CC1 | 0% | -4% | -2% | · | 2% | -4% | -17% | 5%
38 | C/C=C\C1=C(CO)C(=O)[C@@H]2OC2C1=O (stereo partly specified) | -12%[11.2 µM] | -2%[17.4 µM] | ? | · | · | · | 3.5µM* | ·
39 | CCOC(=O)Nc1ccc(OC)c([N+](=O)[O-])c1 | 2% | 10% | -4% | 5% | 5% | 1% | 0% | 1%
40 | CSc1c(CC(=O)Nc2ccccc2C(F)(F)F)n(Cc2ccccc2)c2ccccc12 | 5% | -6% | -1% | 5% | 11% | -6% | -13% | 1%
41 | O=c1cc(N2CCOCC2)[nH]c(=O)n1Cc1ccc(F)cc1 | -18% | 0% | 1% | · | 5% | -5% | -2% | 0%
42 | Cc1cccc(CN2CCN(Cc3ccc(-n4cccn4)cc3)CC2CCO)n1 (stereo unspecified) | 9% | 6% | -2% | -5% | -1% | -3% | i | ·
43 | CCC(=O)c1c[nH]c(C(=O)N2CCN(c3ccccc3)CC2)c1 | 2% | -15% | -4% | 2% | -11% | 11% | -16% | 14%
44 | CCCCCCCNC(=O)c1ccc(N2CCC3(CC2)OCCO3)c([N+](=O)[O-])c1 | 0% | -3% | -2% | -10% | 1% | -1% | -10% | -15%
45 | c1ccc2sc(-c3ccncc3)nc2c1 | -10% | 4% | -1% | 3% | 2% | 7% | -2% | 6%[15.4 µM]

Source: PubChem
